Screening data deposited in PubChem BioAssay by Broad Institute.
esBAF inh – SWI/SNF esBAF complex inhibition. mouse ES cells, Bmi1-luciferase knock-in reporter, 24 h; 100% = twice the neutral-well signal. reporter increase, % at 12.5 µM. 2% of 350,000 active. AID 602393; in the data active = activation above about 40%;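 note: 0% = median of the plate's neutral control wells and 100% = double that signal; a rise in the Bmi1 reporter signal indicates esBAF inhibition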
ERAP1 HTS inh – ERAP1 (human) enzyme inhibition; AID 652197; inhibition, % at 10.7 µM; recombinant ERAP1, Leu-AMC fluorescence, 60 min; 0.15% of 340,000 active;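 active = mean replicate inhibition of at least 30%, or all replicates individually reaching that 30% level; inactive = mean below 30% and not every replicate reaching it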;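 note: 0% = neutral control wells and 100% = L-leucinethiol positive control wells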
Target sequence (Q9NZ08 whole entry, looked up): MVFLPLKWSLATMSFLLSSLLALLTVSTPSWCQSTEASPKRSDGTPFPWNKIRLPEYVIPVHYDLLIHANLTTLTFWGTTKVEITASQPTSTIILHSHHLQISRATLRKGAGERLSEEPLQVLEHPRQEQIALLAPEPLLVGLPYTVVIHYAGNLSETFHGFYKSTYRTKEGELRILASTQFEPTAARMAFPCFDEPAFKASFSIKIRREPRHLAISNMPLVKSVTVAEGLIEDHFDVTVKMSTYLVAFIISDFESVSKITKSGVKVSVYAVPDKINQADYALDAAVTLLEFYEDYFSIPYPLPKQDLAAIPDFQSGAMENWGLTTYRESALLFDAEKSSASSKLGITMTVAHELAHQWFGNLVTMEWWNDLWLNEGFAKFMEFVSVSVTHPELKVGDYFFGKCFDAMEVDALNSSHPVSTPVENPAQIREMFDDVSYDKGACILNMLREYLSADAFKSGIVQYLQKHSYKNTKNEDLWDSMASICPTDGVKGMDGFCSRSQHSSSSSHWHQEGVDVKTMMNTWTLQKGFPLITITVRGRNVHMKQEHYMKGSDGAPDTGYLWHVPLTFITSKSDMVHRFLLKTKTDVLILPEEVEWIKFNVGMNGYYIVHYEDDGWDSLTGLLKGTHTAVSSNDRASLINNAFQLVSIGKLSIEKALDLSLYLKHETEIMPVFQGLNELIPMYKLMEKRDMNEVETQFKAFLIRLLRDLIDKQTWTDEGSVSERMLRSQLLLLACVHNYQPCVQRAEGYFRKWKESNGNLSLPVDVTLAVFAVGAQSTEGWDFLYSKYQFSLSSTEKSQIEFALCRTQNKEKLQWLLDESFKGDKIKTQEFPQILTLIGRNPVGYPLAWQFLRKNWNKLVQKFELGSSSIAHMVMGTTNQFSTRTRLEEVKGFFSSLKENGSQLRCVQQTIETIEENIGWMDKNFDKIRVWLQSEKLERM
XiGFP reactiv – activators of X-chromosome reactivation in mouse fibroblasts; XiGFP mouse fibroblasts, % GFP-positive cells imaging, 3 d; cells co-treated with 5-aza-dC sensitizer; scaled so ellipticine positive control = 100%; activation, % at 7.58 µM; 0.055% of 360,000 active;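 active = mean normalized replicate activation at least 10% and every replicate at or above 10%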;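 note: 0% = median of on-plate neutral control wells and 100% = ellipticine 6 µM median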
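Material: XiGFP fibroblasts, SV40-immortalized; Buffer or medium: DMEM containing 5-aza-dC; Compound dosing: single point; Times: 3 days compound exposure.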
E-sel inducer – induces E-selectin expression in human endothelial cells. HUVEC E-selectin immunofluorescence imaging; normalized: neutral wells 0, TNF-alpha wells 100. AID 686992. P16581. activation, % at 7.58 µM. 0.37% of 260,000 active;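 active = mean E-selectin-positive cell signal at least 10% of the positive control, reached in at least 60% of replicates, without over 20% cell loss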;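 note: in these data hits start at about 27%; measured in HUVEC primary endothelial cells; signal is the percent of cells scored E-selectin positive by PE staining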
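Read-out basis: % PE-positive cells; Test system: HUVEC primary endothelial cells; Technique: immunofluorescence imaging; Dosing: single-point compound dose.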
ERp5 inh – blocks human ERp5 reductase activity on insulin | Q15084 | ERp5 insulin aggregation, absorbance 650 nm, 90 min | inhibition, % at 9.99 µM | 0.05% of 350,000 active | AID 651711;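 active = mean replicate inhibition above about 25%, with every replicate also reaching it, limit read from the data, passing the limit was not always enough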
S100A4 MyoIIA – inhibitors of human S100A4 binding to myosin IIA peptide | S100A4/TAMRA-MyoIIA peptide fluorescence polarization | inhibition, % at 10.7 µM | 0.14% of 360,000 active | AID 652163;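 active = mean inhibition of at least 70% across replicates, with every replicate also reaching that level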
Target sequence (P26447 whole entry, looked up): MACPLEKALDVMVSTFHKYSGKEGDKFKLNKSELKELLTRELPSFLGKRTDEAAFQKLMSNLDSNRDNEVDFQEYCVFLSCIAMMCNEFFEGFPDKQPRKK
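incubation = readout 5 min after mixing, signal stable up to 60 min | system = S100A4 monomer protein | buffer or medium = HEPES pH 7.2 with CaCl2, KCl, NaCl, DTT, Triton | benchmarks = neutral control DMSO, positive control TFP | also added = fluorescent myosin IIA peptide, 5 nM | compound dosing = one concentration per compound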
RAD52 inh – RAD52 (human) annealing inhibition | P43351 | recombinant RAD52 DNA annealing, FRET fluorescence | inhibition, % at 18.7 µM | 0.46% of 360,000 active | AID 651710;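 active = every replicate showing at least 50% inhibition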
RAD54 inh – blocks human RAD54 Holliday junction branch migration | Q92698 | FAM/BHQ fluorescence | inhibition, % at 10.4 µM | 0.14% of 360,000 active | AID 602329;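 active = mean normalized replicate activity at least 40 and at least half of replicates scoring 40 or more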;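 note: 0% = median of neutral control wells and 100% = median of positive control wells; inhibitors cause a drop in the FAM fluorescence signal; in these data hits start at about 50%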
* marks the source's active call; other numbers are inactive results; · = no result given; & = joins results of further samples. Hits appear at their usual frequency; about 2.5% have a hit in one of these screens.

SMILES | esBAF inh | ERAP1 HTS inh | XiGFP reactiv | E-sel inducer | ERp5 inh | S100A4 MyoIIA | RAD52 inh | RAD54 inh
CCCNC(=O)c1ccc(N2CCC3(CC2)CC(c2cccc(Br)c2)=NO3)c(NC(=O)c2ccc(Br)cc2)c1 | 25.6 | 1.3 | 0.0 | 0.1 | 2.7 | -1.8 | -28.3 | 6.2
O=C(O)CCCN1C(=O)/C(=C/c2ccncc2)SC1=S | -3.1 | · | · | -0.4 | 2.4 | -6.1 | -17.2 | -14.0
Cc1cc(=O)n2nc(N3CCC(C(=O)NCc4ccccc4)CC3)sc2n1 | -3.0 | 4.8 | 0.1 | · | -6.7 | -2.0 | -5.1 | 3.1
CCOC(=O)c1c(N)c2cc([N+](=O)[O-])ccc2n1C | 15.9 | -2.2 | 0.2 | -0.2 | 1.8 | 7.2 | 6.4 | 1.5
O=C1/C(=C/c2cccnc2)SC(=S)N1Cc1ccco1 | · | -3.7 | 0.1 | 0.0 | 0.7 | -0.1 | -16.9 | ·
Cc1ccc(Cl)cc1-n1c(=O)cc(N2CCN(C(=O)c3ccco3)CC2)[nH]c1=O | 1.2 | 3.0 | · | · | 5.0 | 5.5 | -67.2 | -1.4
C=CCN(c1ccccc1)S(=O)(=O)c1cccc(C(=O)N2CCCC2)c1 | -4.9 | 2.2 | 0.5 | · | -4.3 | -6.2 | -2.5 | -1.6
CCOC(=O)c1ccc(N2CCCCC2)c(NS(=O)(=O)c2ccc(C)cc2)c1 | · | · | 1.2 | 2.7 | 2.1 | 11.6 | 0.4 | 4.8
CC(C)Cn1c(N)c(C(=O)COC(=O)Cc2cccc(C(F)(F)F)c2)c(=O)n(C)c1=O | -4.4 | -4.8 | -0.1 | -0.9 | 3.3 | -5.9 | -15.8 | -1.4
COc1ccc(-c2csc(C(NC(C)=O)c3ccc(F)c(F)c3)n2)cn1 (stereo unspecified) | 0.5 | 4.2 | -0.1 | -2.7 | 5.6 | -4.2 | -8.4 | 11.5
COc1ccc(CNC(=O)C[C@@H]2C[C@@H]3c4cc(NC(=O)C5CCC5)ccc4O[C@@H]3[C@@H](CO)O2)cc1 | -7.7 | 3.6 | 0.1 | -0.4 | 2.6 | -8.3 | 21.7 | -1.1
C[C@H]1CN([C@@H](C)CO)C(=O)CCCn2nncc2CO[C@@H]1CN(C)C | 1.3 | -0.6 | -0.4 | 0.1 | -2.0 | -11.3 | -0.2 | 7.8
Cc1ccc(Cl)cc1NC(=O)Cn1cc2c(n1)CCCC2 | 9.2 | -3.2 | 0.0 | · | -2.0 | -5.4 | -11.0 | -4.6
O=C(CNC(=O)c1ccccc1Cl)Nc1ccncc1 | -2.0 | -5.1 | -0.1 | · | -2.4 | -0.1 | -8.1 | 2.4
CC1CCCN(C(=O)c2ccccc2OC2CCN(S(C)(=O)=O)CC2)C1 (stereo unspecified) | · | -2.4 | 0.0 | · | -0.2 | -1.3 | -9.3 | ·
Cc1cccc(OCC(=O)NCc2ccc(F)cc2)c1 | -5.1 | -1.8 | 0.0 | · | 0.7 | -2.2 | -9.6 | 2.6
C[C@@H]1CCCCO[C@H](CN(C)C(=O)NC2CCCCC2)[C@@H](C)CN([C@@H](C)CO)C(=O)c2cc(NC(=O)NC3CCCCC3)ccc2O1 | 0.8 | -1.7 | 0.0 | 0.0 | 3.5 | 3.2 | -16.2 | -7.4
CCc1ccc(-c2cc(C)no2)cc1S(=O)(=O)N1CCN(c2ccccc2OC)CC1 | -0.2 | -1.3 | 0.0 | · | 3.7 | 10.0 | -12.1 | -6.2
CC(=O)Nc1ccc(S(=O)(=O)NCc2nnnn2-c2ccc(F)cc2)cc1 | -1.1 | 1.4 | 0.1 | 0.1 | -6.1 | -1.5 | -6.9 | ·
CCN(c1cccc(C)c1)S(=O)(=O)c1cc2c3c(c1)CCN3C(=O)CC2 | · | 1.0 | 0.1 | -0.3 | 7.2 | -1.9 | -14.6 | ·
CCOc1cc(/C=C2\C(=N)N3N=C(S(C)(=O)=O)SC3=NC2=O)ccc1OCCOc1cccc(OC)c1 | · | -2.1 | 0.0 | -0.2 | -7.9 | -0.7 | -54.7 | ·
COc1ccc(NC(=O)CN2CCN(S(=O)(=O)c3ccc(Cl)cc3)CC2)cc1 | 4.0 | 2.8 | · | · | 7.0 | 1.2 | -5.1 | 7.5
N#CCCN(Cc1cccnc1)C(=O)c1sc2cc(F)ccc2c1Cl | -8.8 | 0.4 | 0.1 | · | -6.7 | 2.8 | -2.8 | -2.8
CCOc1ccc(S(=O)(=O)N2CCCC(C(=O)NCc3ccco3)C2)cc1 (stereo unspecified) | · | 0.7 | 0.0 | 0.2 | 0.1 | 0.3 | 3.0 | 3.7

One compound at a time (already shown). Values in the order: esBAF inh, ERAP1 HTS inh, XiGFP reactiv, E-sel inducer, ERp5 inh, S100A4 MyoIIA, RAD52 inh, RAD54 inh
O=C(CNC(=O)c1ccccc1Cl)Nc1ccncc1 as listed: -2.0, -5.1, -0.1, ·, -2.4, -0.1, -8.1, 2.4
Cc1cccc(OCC(=O)NCc2ccc(F)cc2)c1 as listed: -5.1, -1.8, 0.0, ·, 0.7, -2.2, -9.6, 2.6

Further structures:
SMILES | esBAF inh | ERAP1 HTS inh | XiGFP reactiv | E-sel inducer | ERp5 inh | S100A4 MyoIIA | RAD52 inh | RAD54 inh
O=C(CCc1nnc(C2CCCCC2)o1)NCc1ccc(F)c(F)c1 | · | 1.1 | -0.1 | 1.6 | -7.2 | -14.5 | 1.1 | ·
CN(C)CC(=O)N[C@H]1C=C[C@@H](CC(=O)O)O[C@@H]1CO | · | 0.2 | 0.3 | 0.3 | 4.4 | -7.7 | -7.5 | ·
CCc1ccc(N2CCN(C(=O)c3ccc4c(c3)OCO4)CC2)cc1 | · | 0.2 | 0.2 | · | 3.7 | -1.0 | -10.5 | -9.9
COc1cc(C)c(CN2CCN(C(=O)CCC(=O)c3ccc(C)s3)CC2)cc1OC | -5.2 | -1.2 | -0.1 | -0.1 | 2.8 | -5.8 | -58.7 | -0.2
O=C(O)C1CCN(S(=O)(=O)c2cccs2)CC1 | 0.5 | 0.7 | 0.3 | -0.1 | 1.7 | 0.2 | -1.6 | -21.3
CN(C(=O)c1ccc(NC(=O)Cc2cccc(NC(=O)C3CCCN(C(=O)CCc4ccccc4)C3)c2)cc1)C1CCCC1 (stereo unspecified) | 6.4 | -1.3 | 0.0 | -0.2 | 4.5 | -0.2 | -6.0 | 1.4
COc1ccc(CN(C(C)=O)c2ccccc2C(=O)O)cc1 | -1.2 | -2.0 | 0.1 | -0.5 | -7.2 | -0.4 | -14.8 | 2.1
O=C(c1ccc(Br)s1)N1CCN(S(=O)(=O)c2ccccc2)CC1 | · | 0.6 | 0.0 | 0.2 | 2.9 | 0.9 | -7.4 | 3.9
COc1ccc([N+](=O)[O-])c(OC)c1C(=O)NC(=O)Nc1nc(C)cc(C)n1 | · | 0.0 | 0.3 | 9.6 | -3.3 | -1.9 | -7.9 | ·
COc1ccc(Cc2nc3ccc(C(=O)NC4CCOC4)cc3o2)cc1 (stereo unspecified) | 2.0 | 1.1 | 0.0 | · | 4.2 | 14.5 | -8.0 | -3.1
C[C@H]1CN([C@@H](C)CO)C(=O)Cc2cc(NS(=O)(=O)c3cn(C)cn3)ccc2O[C@H]1CN(C)Cc1ccc(C(F)(F)F)cc1 | -0.9 | -0.9 | 0.1 | -12.5 | 0.4 | -8.3 | 11.8 | -2.1
CN1C(=O)c2cc(NC(=O)c3cnccn3)ccc2OC[C@@H]2O[C@@H](CC(=O)O)CC[C@H]21 | -1.4 | 0.9 | 0.2 | 0.3 | -2.5 | 10.2 | 6.6 | -3.0
COc1cccc(NC(=O)C2CCC2)c1 | 12.3 | -2.5 | 0.3 | -0.4 | -3.0 | 6.2 | -4.5 | 2.8
CCC(=O)Nc1ccccc1N1CCN(S(C)(=O)=O)CC1 | -10.7 | 2.4 | · | · | 4.2 | -2.4 | 6.2 | 11.0
C[C@@H]1CCCCO[C@H](CN(C)Cc2ccc(C(F)(F)F)cc2)[C@H](C)CN([C@@H](C)CO)C(=O)c2cc(NC(=O)Nc3cccc4ccccc34)ccc2O1 | 0.2 | · | 0.2 | 0.0 | · | · | · | 8.7
O=C(O)c1ccc(Cl)c(S(=O)(=O)N(Cc2ccccc2)c2ccccc2)c1 | 1.5 | -3.9 | 0.0 | -0.1 | -0.3 | -19.2 | -23.6 | -8.8
N#Cc1ccc(C(=O)N2CCC3CC2c2cc(N4CCCCC4)ccc23)cc1 (stereo unspecified) | -6.6 | 1.3 | -0.2 | · | 4.4 | 14.0 | 1.1 | -7.4
Cc1nc(N)ncc1-c1ccc2c(c1)OCO2 | -5.1 | 1.5 | 0.1 | -0.1 | 3.0 | -12.4 | -1.4 | -0.9
CCOC(=O)[C@]12CCCC=C1N(Cc1ccc(Cl)cc1Cl)C(=O)[C@H](CC(=O)NCCC(C)C)C2 | · | · | 0.2 | -0.5 | -0.6 | -4.2 | -17.9 | ·
C[C@@H]1CN([C@H](C)CO)C(=O)c2cc(C#CC3(O)CCCC3)cnc2O[C@H]1CN(C)S(=O)(=O)c1ccc(F)cc1 | 4.9 | -2.4 | -1.1 | 0.5 | -0.2 | -4.3 | 0.5 | -8.2
CCO[C@@H]1OC(C(=O)NC2CC2)=C[C@H](c2ccccc2)[C@H]1CCCO | -2.7 | -2.7&2.1 | -0.2 | -0.1 | 2.2&2.4 | -15.8&1.7 | 4.7&-2.2 | -5.3&-5.7
CC(C)c1ccc(CC(=O)N2CCC2(C)C(=O)Nc2cccc(C#N)c2)cc1 (stereo unspecified) | -7.5 | -4.8 | 0.0 | -0.1 | 1.7 | -1.3 | -16.7 | -2.0
O=C(NCc1ccc2c(c1)OCO2)c1nc(S(=O)(=O)Cc2ccccc2)ncc1Cl | -34.6 | -3.2 | -0.1 | · | 1.0 | -2.4 | -7.6 | -4.8
Cc1ccnc(NC(=O)C2CCCN(S(=O)(=O)c3ccc4[nH]c(=O)ccc4c3)C2)c1 (stereo unspecified) | 1.8 | 5.3 | 0.0 | · | -11.2 | -2.5 | -9.5 | 3.8
Cc1ccsc1CNc1ncnc2ccc(-c3c(C)noc3C)cc12 | -27.8 | 2.5 | 0.1 | -0.1 | -0.9 | 0.2 | -38.9 | 0.3
COc1ccccc1C#Cc1ccc2c(c1)O[C@@H](CN(C)Cc1ccncc1)[C@H](C)CN([C@H](C)CO)S2(=O)=O | -0.9 | -0.9 | 0.3 | · | -5.0 | 11.3 | -2.4 | -0.2
C[C@@H]1CN([C@@H](C)CO)C(=O)c2cc(Br)cnc2O[C@H]1CN(C)C(=O)Nc1ccc(F)cc1 | 2.2&3.0&-0.1 | -0.8&-1.2&-1.6 | -0.1&-0.1 | 0.6&0.6 | 3.8&-3.7&-0.2 | -2.8&6.2&2.8 | 4.1&6.8&10.0 | 6.8&-1.3&1.0
CSCCC(c1nc2ccccc2[nH]1)n1c(=O)c(-c2cc3ccccc3[nH]2)nc2ccccc21 (stereo unspecified) | · | -3.6 | 0.4 | 1.4 | -2.6 | -3.3 | -17.9 | ·
COc1cc(C(=S)N2CCN(C)CC2)ccc1OCC(=O)NCc1ccccc1 | · | 7.4 | 0.0 | · | 5.5 | -5.9 | -17.4 | ·
C[C@H](CO)N1C[C@H](C)[C@@H](CN(C)C)OCc2ccccc2-c2c(n(C)c3ccccc23)C1=O | -11.2 | -1.6 | 0.1 | -0.3 | -4.5 | -22.3 | 6.5 | 6.4
O=C(COc1ccccc1)NCCc1cn2ccsc2n1 | -6.1 | 0.2 | 0.5 | · | 8.8 | -0.8 | -3.0 | 1.2
COC(=O)c1cn(Cc2ccccn2)c(=O)c2ccccc12 | 2.0 | 0.4 | 0.0 | · | 5.0 | -4.2 | -3.2 | 10.0
